Screening results (PubChem)
PAFAH2 FP inh = inhibitors of human PAFAH2; Q99487; recombinant PAFAH2, FP-rhodamine activity probe, fluorescence polarization; inhibition, % at 3.39 µM; 340,000 tested, 0.99% active;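 active = inhibition above the mean over all tested compounds plus 3 SD, cut at about 30% in these data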;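 also: inhibitors block probe labeling of enzyme so polarization drops; 0% = enzyme with DMSO and 100% = wells lacking PAFAH2 protein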
LYPLA1 counter = LYPLA1 (human) inhibition in PME1 counter-screen; O75608; recombinant LYPLA1, FP-Rh probe fluorescence polarization; inhibition, % at 5.9 µM; 320,000 tested, 0.16% active; AID 2174;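 active = inhibition above the mean of all tested compounds plus 3 SD, set per campaign, cut at about 14% in these data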;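 also: inhibitors block serine hydrolase probe labeling of LYPLA1 so polarization falls; 0% = enzyme with DMSO and 100% = wells lacking LYPLA1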
Target sequence (O75608 whole entry, looked up): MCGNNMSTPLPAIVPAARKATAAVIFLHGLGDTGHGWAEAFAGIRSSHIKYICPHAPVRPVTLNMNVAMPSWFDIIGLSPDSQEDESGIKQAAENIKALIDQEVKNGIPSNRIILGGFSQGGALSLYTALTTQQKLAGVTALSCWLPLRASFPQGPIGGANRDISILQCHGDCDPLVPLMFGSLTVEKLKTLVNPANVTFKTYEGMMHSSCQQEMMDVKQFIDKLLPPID
ZTA DNA inh = ZTA (EBV) inhibition in EBNA-1 counter-screen | P03206 | ZTA-DNA binding, fluorescence polarization | inhibition, % at 11 µM | 320,000 tested, 0.15% active; in the data active = inhibition above about 33%
Target sequence (P03206 whole entry, looked up): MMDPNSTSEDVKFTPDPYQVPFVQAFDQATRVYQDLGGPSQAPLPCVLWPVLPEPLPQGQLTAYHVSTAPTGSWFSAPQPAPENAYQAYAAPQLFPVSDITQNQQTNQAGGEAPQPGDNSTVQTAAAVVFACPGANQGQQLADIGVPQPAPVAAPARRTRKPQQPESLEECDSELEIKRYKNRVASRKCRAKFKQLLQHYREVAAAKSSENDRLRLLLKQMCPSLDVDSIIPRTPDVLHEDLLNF
PREPL inhibitor = inhibits the human prolyl oligopeptidase-like enzyme | recombinant PREPL, fluorescence polarization activity-based probe | 320,000 tested, 0.68% active | Q4J6C6 | inhibition, % at 5.96 µM; in the data active = inhibition above about 43%;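 also: 0% = enzyme with DMSO and 100% = wells lacking enzyme; many of its hits are not listed in these tables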
PAFAH1B2 FP inh = blocks human PAF acetylhydrolase 1b catalytic subunit 2; recombinant PAFAH1B2, FP-rhodamine activity probe, fluorescence polarization; AID 492953; 340,000 tested, 1.2% active; inhibition, % at 3.39 µM; P68402;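 active = inhibition above the mean of all tested compounds plus 3 SD, cut at about 24% in these data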;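 also: 0% = enzyme with DMSO and 100% = wells lacking PAFAH1B2; many of its hits are not listed in these tables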
EBNA-1 inh = blocks EBNA-1 binding to DNA | 300,000 tested, 0.34% active | inhibition, % at 14.8 µM | EBNA-1 DNA binding, fluorescence polarization; in the data active = inhibition above about 28%
LYPLA2 inh = blocks human lysophospholipase 2, a PME1 counter-screen; 320,000 tested, 0.38% active; recombinant LYPLA2, FP-Rh probe fluorescence polarization; inhibition, % at 5.9 µM; O95372;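 active = inhibition above the screen-wide mean plus 3 SD, limit set per campaign, cut at about 26% in these data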;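 also: 0% = LYPLA2 with DMSO and 100% = wells lacking LYPLA2 enzyme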
Target sequence (O95372 whole entry, looked up): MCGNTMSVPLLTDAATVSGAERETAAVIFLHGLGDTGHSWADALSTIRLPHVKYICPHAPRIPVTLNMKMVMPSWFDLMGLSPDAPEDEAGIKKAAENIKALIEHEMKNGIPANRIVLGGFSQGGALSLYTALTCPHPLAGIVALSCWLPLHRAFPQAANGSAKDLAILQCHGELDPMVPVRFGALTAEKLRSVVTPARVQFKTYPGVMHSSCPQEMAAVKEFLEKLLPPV
PAFAH1B3 inh = PAFAH1B3 (human) inhibition; Q15102; recombinant PAFAH1B3, FP-rhodamine probe, fluorescence polarization; inhibition, % at 3.39 µM; 340,000 tested, 0.28% active; AID 492972;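 active = inhibition above the screen-wide average of all tested compounds plus 3 SD, cut at about 25% in these data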;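 also: 0% = enzyme with DMSO only and 100% = wells lacking PAFAH1B3 protein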
Target sequence (Q15102 whole entry, looked up): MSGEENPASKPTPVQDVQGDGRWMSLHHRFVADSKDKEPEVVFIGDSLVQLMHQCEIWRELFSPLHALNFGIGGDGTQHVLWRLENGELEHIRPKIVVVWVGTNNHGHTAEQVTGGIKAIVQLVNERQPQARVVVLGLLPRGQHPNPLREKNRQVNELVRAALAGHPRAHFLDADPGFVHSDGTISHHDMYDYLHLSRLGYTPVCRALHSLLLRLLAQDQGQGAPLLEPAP
pPAFAH inh = inhibitors of human plasma PAF acetylhydrolase (pPAFAH); Q13093; recombinant pPAFAH, FP-rhodamine probe fluorescence polarization; inhibition, % at 3.39 µM; 330,000 tested, 1.5% active;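 active = inhibition above the mean inhibition across the screen plus 3 SD, cut at about 25% in these data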;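 also: inhibitors block binding of the rhodamine activity-based probe so polarization drops; 0% = enzyme with DMSO and 100% = wells lacking pPAFAH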
Numbers without * were called inactive; · = not tested or not shown. The list is partial; the hit share may differ from the screen's.

SMILES	PAFAH2 FP inh	LYPLA1 counter	ZTA DNA inh	PREPL inhibitor	PAFAH1B2 FP inh	EBNA-1 inh	LYPLA2 inh	PAFAH1B3 inh	pPAFAH inh
CC(=O)c1ccccc1NCC(=O)Nc1ccc(C)cc1	5	-1	6	-40	-1	0	-1	9	2
CCOc1ccc(NC(=O)CCCN2C(=O)C(c3ccccc3)Oc3cccnc32)cc1 (centres undefined)	3	-2	-22	-7	1	-7	2	1	9
CC(C(=O)NC(=O)NCc1ccccc1)N1C(=O)c2ccccc2C1=O (centres undefined)	-2	-3	14	-6	3	0	-2	7	4
O=C(CCCCCn1nnc2ccccc2c1=O)Nc1ccccc1F	-2	2	-15	-2	1	-4	4	10	0
O=[N+]([O-])c1ccc(Oc2ccc(OCc3ccccc3)cc2)nc1	-4	5	-5	16	4	-22	14	10	2
COc1ccc(OCC(=O)NCCCCCCNC(=O)COc2ccc(OC)cc2)cc1	-3	2	-11	6	3	-4	6	2	10
Cc1[nH]c(=O)nc(SCc2ccc(Cl)c(Cl)c2)c1C#N	7	-1	-2	-1	0	4	2	-2	-2
Cc1ccsc1C(=O)NNC(=O)C1C2C=CC(C2)C1C(=O)O (centres undefined)	1	-6	-4	5	2	-6	-7	-8	4
Cc1ccc(C(=O)CN2C(=O)c3ccccc3S2(=O)=O)cc1	5	1	-6	-6	6	-1	7	7	3
O=C(CCC(=O)N1CCSc2ccccc21)NC1CCCCC1	0	3	-1	22	2	8	2	2	-1
COc1ccc(COC(=O)NC2CCN(S(=O)(=O)c3ccc(OC)cc3)CC2)cc1	2	-6	-7	-1	-3	-15	9	-10	2
Cc1c(Cl)c([N+](=O)[O-])nn1CC(=O)NC(C)c1ccccc1 (centres undefined)	5	2	4	12	0	-9	2	3	7
Cc1ccc(S(=O)(=O)N(CC(=O)NCc2ccncc2)Cc2ccc(F)cc2)cc1	-13	2	5	5	3	3	0	-4	0
O=C(CCc1nc2ccccc2c(=O)[nH]1)Nc1nnc(SCc2ccc(Cl)cc2)s1	0	-3	-6	0	4	2	0	-7	11
COc1cccc(OC)c1C(=O)NC(=S)Nc1cc(-c2nc3ccccc3[nH]2)ccc1Cl	-94	-44	7	-21	-46	21	-82	-76	-38
CC(C)CC(NC(N)=O)C(=O)NCc1ccccc1Cl (centres undefined)	7	-2	2	2	4	8	0	2	0
CCCCNC(=O)CNC(=O)c1nn(-c2ccc(OC)cc2)c(=O)c2ccccc12	3	-1	-3	2	1	-2	-5	2	8
CCc1nc(N=C(N)N)nc2ccccc12	·	6	5	1	·	-6	1	·	2
Cc1ccc(OCc2cc(C(=O)N3CCN(c4ccccc4)CC3)no2)cc1C	6	-3	5	10	3	2	10	-2	10
Cc1ccccc1OCC(=O)NNC(=O)c1ccc2c(=O)n3c(nc2c1)CCC3	2	-3	-17	15	6	-2	-12	6	1
CCn1c(CNC(=O)c2ccco2)nnc1SCC(=O)Nc1cc(F)ccc1C	6	-2	-7	6	-3	-1	3	6	-4
O=C(c1ccc(Sc2ccc(F)cc2)c([N+](=O)[O-])c1)N1CCOCC1	0	-1	-1	3	0	10	0	9	-1
CCN1CCN(c2cc(C)c3cc(NC(=S)NCCCOC)ccc3n2)CC1	-5	-1	-2	5	2	8	8	0	-4
COc1cccc(CN2CCNC(=O)C2CC(=O)NCc2cn3ccccc3n2)c1OC (centres undefined)	-1	-3	4	-5	1	-3	4	6	3
CC(=O)Nc1nnc(SCC(=O)NC(C)(C)C)s1	1	0	13	-4	-3	1	2	9	2
Cc1ccn(C(C)CC(=O)Nc2ccc(-c3ccno3)cc2)n1 (centres undefined)	-4	1	-5	3	5	-2	7	-1	5
CCOC(=O)CNC(=O)CSc1nnc(C)c(=O)[nH]1	-1	-4	12	8	4	0	4	-1	-3
NC(=O)c1ccc[n+](CC(=O)c2cccc([N+](=O)[O-])c2)c1	-1	0	-14	14	4	-1	3	10	9
COc1ccccc1NCC(=O)NNCC(=O)Nc1ccc(F)c(Cl)c1	4	1	-12	14	3	-5	2	7	6
CC(C)NC(=O)c1ccc2c(c1)N(CC(=O)N1CCCCC1)C(=O)C(C)(C)O2	0	-3	-4	-4	4	0	6	7	7
O=C(Nc1ccccc1C(=O)N1CCCCC1)c1ccc(Cl)cc1Cl	-1	-3	-7	16	2	-14	3	-3	-1
Nc1ccc2c(c1)nc(Cc1ccccc1)n2CCO	1	-2	-17	16	2	3	3	1	-3
CCOC(=O)C1CCN(C(=O)Nc2ccc3nc(-c4ccco4)c(-c4ccco4)nc3c2)CC1	21	-12	11	60*	11	4	9	13	60*
Cc1ccc2c(c1)N(CCCC(=O)NCCCN1CCCCC1)C(=O)CO2	-6	-2	7	-3	0	-13	-3	-10	-8
O=C(Nc1nc2cc3c(cc2s1)OCCO3)c1ccc([N+](=O)[O-])o1	13	-2	0	-3	4	3	-5	2	-1
Cc1ccc(-c2csc(NC(=O)CSc3nnc4c(n3)[nH]c3ccccc34)n2)cc1	-33	-22	10	-19	-6	17	-41	-10	-7
CC(C)(C)c1ccc(NNC(=O)C2CCC2)cc1	-1	-1	10	4	-1	2	-2	6	6
C=CCn1c(NCCO)nc2c1c(=O)n(C)c(=O)n2C	2	2	-19	-3	2	0	6	7	-1
O=C(CC(=O)Nc1ccccc1)Nc1ccccc1	2	1	-5	3	5	5	2	11	2
CC(=O)Nc1ccc(S(=O)(=O)N2CCCCC2c2cccnc2)cc1 (centres undefined)	-1	-1	-4	16	7	-12	-4	6	-8

Just pPAFAH inh and PREPL inhibitor, for some of the entries so far:
SMILES | pPAFAH inh | PREPL inhibitor
COc1cccc(OC)c1C(=O)NC(=S)Nc1cc(-c2nc3ccccc3[nH]2)ccc1Cl | -38 | -21
CCc1nc(N=C(N)N)nc2ccccc12 | 2 | 1

The list goes on:
SMILES	PAFAH2 FP inh	LYPLA1 counter	ZTA DNA inh	PREPL inhibitor	PAFAH1B2 FP inh	EBNA-1 inh	LYPLA2 inh	PAFAH1B3 inh	pPAFAH inh
COc1ccc(CCNC(=O)C(=O)NCC2OCCN2S(=O)(=O)c2cc(F)ccc2F)cc1OC (centres undefined)	7	-3	6	-5	3	-6	5	2	4
CCN1C(=O)/C(=C/c2cccs2)S/C1=N\S(=O)(=O)c1ccc(C)cc1	5	-3	-13	6	5	-4	3	7	9
Fc1ccc(-c2cc(-c3nnc4n3CCCCC4)c3ccccc3n2)cc1	2	2	1	3	3	0	2	-3	2
CCCOc1ccc(C(=O)NCCN2CCOCC2)cc1	-12	1	1	-5	-2	-11	2	5	4
O=C(Cc1ccc(Br)cc1)N1CCN(c2ccc(F)cc2)CC1	-2	-4	12	-15	7	9	2	9	4
Cc1ccc(NC(=O)N2CCC(NC(=O)c3ccco3)CC2)cc1	-2	1	-8	15	3	-5	-4	6	-6
Cc1cc(NC(=O)CCC(=O)N(c2cccnc2)C(C(=O)NC2CCCC2)c2ccccc2F)no1 (centres undefined)	·	1	20	0	·	11	3	·	9
COc1cccc(CNC(=O)CCn2ccc3cc(S(=O)(=O)N4CCC(C)CC4)ccc32)c1	4	1	-10	22	25*	0	9	7	4
Cc1ccc(NS(=O)(=O)c2ccc(N3CCN(c4ccc(O)cc4)CC3)c([N+](=O)[O-])c2)c(C)c1	17	-5	-10	23	3	-4	12	1	57*
CN1CCN(C(=O)c2ccc(C(C)(C)C)cc2)CC1	4	1	13	7	10	5	12	3	3

Looked up one by one from the list above (5):
SMILES	PAFAH2 FP inh	LYPLA1 counter	ZTA DNA inh	PREPL inhibitor	PAFAH1B2 FP inh	EBNA-1 inh	LYPLA2 inh	PAFAH1B3 inh	pPAFAH inh
C=CCn1c(NCCO)nc2c1c(=O)n(C)c(=O)n2C	2	2	-19	-3	2	0	6	7	-1
O=C(Cc1ccc(Br)cc1)N1CCN(c2ccc(F)cc2)CC1	-2	-4	12	-15	7	9	2	9	4
COc1cccc(CN2CCNC(=O)C2CC(=O)NCc2cn3ccccc3n2)c1OC (centres undefined)	-1	-3	4	-5	1	-3	4	6	3
Cc1ccc(C(=O)CN2C(=O)c3ccccc3S2(=O)=O)cc1	5	1	-6	-6	6	-1	7	7	3
CC(=O)Nc1nnc(SCC(=O)NC(C)(C)C)s1	1	0	13	-4	-3	1	2	9	2

The list continues.
SMILES	PAFAH2 FP inh	LYPLA1 counter	ZTA DNA inh	PREPL inhibitor	PAFAH1B2 FP inh	EBNA-1 inh	LYPLA2 inh	PAFAH1B3 inh	pPAFAH inh
O=C(/C=C/c1ccc2c(c1)OCCCO2)c1ccc2ccccc2c1O	-12	-9	0	15	1	-4	-5	1	-3
COc1ccc(N2C(=O)CS/C2=C\[N+](=O)[O-])cc1	-2	-1	-4	17	3	0	8	7	19
COc1ccc(C(C)(C)C)cc1NC(=O)COC(=O)c1cc(SC)ccc1Cl	2	-3	-8	8	-4	5	-5	-9	2
CCOc1cc(C(=O)Nc2ccc(NC(C)=O)cc2)ccc1OCC(=O)N1CCCCC1	3	-1	4	7	3	7	5	4	5
CC(C)(C)OC(=O)C(Cc1ccc(OC(C)(C)C)cc1)NC(=O)CNC(=O)CNC(=O)OCc1ccccc1 (centres undefined)	3	-4	4	5	0	9	-2	11	3
CCCCNC(=O)c1ccc2c(c1)N(CC)C(=O)c1ccccc1S2(=O)=O	-1	-14	-1	-16	-1	-4	-21	4	9
O=C(NCc1cccnc1)/C(=N\O)c1ccccc1	2	4	17	3	1	-1	-2	-4	-1
CC(=O)OCCN(Cc1ccccc1)Cc1ccc2c(c1)OCO2	-16	2	6	16	1	2	-2	-5	2
COc1cc2c(cc1OC)C(C(=O)N(C)Cc1ccccc1)C(c1cccnc1)N(C)C2=O (centres undefined)	1	0	-23	7	4	-9	5	4	1
Cc1cccc(C(=O)NNC(=O)CCC(=O)Nc2cccc(Cl)c2C)c1	-3	-3	16	-2	5	0	-1	6	1
OCCN1CCOCCOc2ccccc2OCCOCC1	0	-1	4	6	6	0	0	6	3
COc1ccccc1NC(=O)C1CCN(c2ncccn2)CC1	3	-2	2	2	3	-6	6	5	5
CC(=O)CCc1c(C)[nH]c2ccccc2c1=O	6	-3	14	1	-2	3	0	12	3
CCCc1c(C(=O)OCC)sc(N)c1C#N	-2	1	4	-4	0	1	-1	7	5
Cc1cccc(C(=O)NCc2nnc3c4ccccc4c(-c4ccccc4)nn23)c1	-2	-2	-7	7	0	-9	-9	5	-5
CN(C)CCCN(C(=O)C1COc2ccccc2O1)c1nc2cc3c(cc2s1)OCO3 (centres undefined)	8	0	-2	-31	9	-5	4	5	-3
C[C@H](NC(=O)Cc1cccc2ccccc12)C(=O)N1CCCN(C)CC1	-1	1	8	21	-2	-7	-6	7	-1
COc1ccc2no[n+]([O-])c2c1	·	1	-4	3	·	4	-2	·	2
COc1ccc(-n2c(-c3ccco3)n[nH]c2=S)cc1	-1	-1	-17	3	2	5	0	1	4
Cc1ccc(Cn2c(=O)c3c(ncn3C)n(C)c2=O)cc1	-4	-3	0	1	0	9	0	5	-2
CCOc1cc(N2CCOCC2)c(OCC)cc1NC(=O)c1ccc2ncsc2c1	4	0	0	10	3	·	5	3	3
CCN1C(=O)N(c2ccc(Cl)cc2)C(C)=CC1(C)C	-2	-2	-5	18	6	-4	-5	2	-7
Cc1ccc(NC(=O)c2cccc(C(F)(F)F)c2)cc1NC(=O)c1[nH]cnc1C(N)=O	-18	-12	-1	-6	-14	·	-31	-22	-6
O=C(c1ccccc1[N+](=O)[O-])N1CCCC(C(=O)N2CCCCCC2)C1 (centres undefined)	1	-1	4	-4	2	15	4	2	4
CC(C)n1nc(C(=O)OCn2nnc3ccccc3c2=O)c2ccccc2c1=O	2	-1	6	0	2	2	0	2	5
COc1ccc(N2C(S)=C(C#N)C(=O)NC23CCCCC3)cc1	-2	-1	17	-3	3	-2	-2	5	2
Cc1[nH]c2ccccc2c1C1C(c2ccccc2)=NN=C(C(C)C)N1O (centres undefined)	2	5	-24	10	2	-1	5	2	7
C=CCc1cccc(CNc2nc3ccccc3n2CCC)c1O	-4	-10	-15	10	-1	-7	9	13	15
